# SKN-1 block: blocks SKN-1 activity in C. elegans; actives 0.49% (n = 360,000); C. elegans VP596 Pgst-4::GFP/RFP ratio, acrylamide-induced, 24 h; AID 624304; inhibition, % at 21.8 µM;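 active = interference check ratio from 0.5 to 1.5 plus GFP to RFP signal ratio inhibition reaching or exceeding a fixed threshold, cut at about 30% in these data, passing the limit was not always enough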; also: some compounds called inactive have numbers as strong as hits
# MT1-MMP act inh: blocks activation of human MT1-MMP; P50281; HT1080 RFP-PRO-GFP cells, GFP/RFP ratio fluorescence, overnight; percent of plate control window, DMSO zero; GFP/RFP ratio change, % at 20 µM; actives 0.061% (n = 360,000); AID 651647;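 active = GFP/RFP ratio change of at least 30% with cell ATP level not reduced by more than half and red fluorescence within 50% of control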; also: strong numbers were not always called active
#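 Assay system: RFP-PRO-GFP reporter HT1080 cells; read-out basis: GFP/RFP fluorescence ratio; benchmarks: DMSO wells and RFP-L50D-GFP cells; doses: 20 µM single dose, 1% DMSO; schedule: overnight cell settling, then overnight compound exposure, 37 °C, 5% CO2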
# DNMT1 inh: DNMT1 (human) enzyme inhibition. P26358. inhibition (reported as % activation of signal), % at 10 µM. AID 588458. actives 0.83% (n = 360,000). DNMT1 molecular beacon, Hinp1I cleavage, fluorescence; in the data active = inhibition above about 50%
# STEP inh: blocks human striatal-enriched tyrosine phosphatase | AID 588621 | actives 0.25% (n = 360,000) | P54829 | recombinant STEP, OMFP fluorogenic substrate, fluorescence | inhibition, % at 20 µM;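 active = inhibition at 20 µM, scaled per plate between control wells, above about 37%, limit read from the data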;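 also: 0% = DMSO with enzyme and substrate and 100% = substrate only without enzyme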
# Target sequence (P54829 whole entry, looked up): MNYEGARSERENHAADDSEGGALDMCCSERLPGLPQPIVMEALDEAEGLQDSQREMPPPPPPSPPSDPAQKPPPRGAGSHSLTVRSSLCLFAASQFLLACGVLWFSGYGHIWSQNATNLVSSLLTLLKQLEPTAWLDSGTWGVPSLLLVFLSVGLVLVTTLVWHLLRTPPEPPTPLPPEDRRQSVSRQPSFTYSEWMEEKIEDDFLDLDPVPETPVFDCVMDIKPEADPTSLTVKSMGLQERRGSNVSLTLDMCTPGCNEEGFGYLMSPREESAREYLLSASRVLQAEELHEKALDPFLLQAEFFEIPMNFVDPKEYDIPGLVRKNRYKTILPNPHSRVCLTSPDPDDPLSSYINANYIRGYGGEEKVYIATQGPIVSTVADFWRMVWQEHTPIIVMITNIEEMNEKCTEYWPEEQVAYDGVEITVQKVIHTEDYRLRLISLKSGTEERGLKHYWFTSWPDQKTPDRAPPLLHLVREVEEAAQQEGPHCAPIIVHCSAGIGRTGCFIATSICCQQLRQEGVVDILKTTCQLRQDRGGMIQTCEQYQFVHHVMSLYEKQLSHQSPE
#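 material = STEP tyrosine phosphatase | reagent = fluorogenic phosphatase substrate OMFP at 25 µM final | doses = single compound dose of 20 µM, 1% DMSO final | schedule = 20 min reaction, room temperature, in the dark | measured by = fluorescence, 480/540 nm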
# Scp1 inh: blocks human Scp-1 phosphatase activity. Q9GZU7. actives 0.88% (n = 340,000). inhibition, % at 20 µM. Recombinant Scp1, phosphopeptide, malachite green phosphate absorbance;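 active = inhibition above about 50% at 20 µM, limit read from the data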;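 also: plate controls were DMSO wells with enzyme for no effect and wells lacking enzyme for full effect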
# Target sequence (Q9GZU7 76-261 limits assumed): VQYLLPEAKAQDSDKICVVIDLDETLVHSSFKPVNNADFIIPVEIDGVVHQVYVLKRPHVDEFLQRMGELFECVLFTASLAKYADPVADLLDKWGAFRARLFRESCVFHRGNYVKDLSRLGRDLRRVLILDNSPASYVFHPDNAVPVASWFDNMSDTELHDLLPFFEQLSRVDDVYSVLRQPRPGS
#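 Test system: SCP-1 phosphatase catalytic domain, residues 76-261 | Compound dosing: One concentration, 20 µM, with 1.0% DMSO | Schedule: 45 min room-temperature reaction, 5 min colour, 30 min stabiliser | Detection: Absorbance at 630 nm | Read-out basis: % inhibition of SCP-1 phosphate liberation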
# Rpn11 block: Rpn11 (human) deubiquitinase inhibition. human 26S proteasome, Ub4-pepOG fluorescence polarization; 20S core pre-blocked with epoxomicin. calls only at 20 µM. AID 588493. actives 0.59% (n = 360,000). O00487;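 active = inhibition at 20 µM, scaled to each plate's controls, above about 33%, limit read from the data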
# CendR NRP1 mod: NRP-1/CendR interaction modulation; FAM-RPARPAR peptide binding to NRP-1, fluorescence polarization; inhibition, % at 25 µM; actives 0.85% (n = 360,000);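 active = inhibition or corrected inhibition above about 18%, plus a signal ratio from 0.5 to 1.5, limit read from the data, passing the limit was not always enough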; also: strong numbers were not always called active
# NadD block: blocks S. aureus nicotinate mononucleotide adenylyltransferase; inhibition, % at 20 µM; actives 0.78% (n = 360,000); purified NadD enzyme, colorimetric absorbance read-out; in the data active = inhibition above about 26%; also: some compounds past the cut are filed as inactive
# SUMO1-SIM PPI: modulators of human SUMO1-mediated protein-protein interactions; P63165; SUMO1 binding to a labelled peptide, TR-FRET, 1 h; inhibition, % at 20 µM; actives 0.33% (n = 360,000); AID 602429; in the data active = inhibition above about 37%
# Target sequence (P63165 whole entry, looked up): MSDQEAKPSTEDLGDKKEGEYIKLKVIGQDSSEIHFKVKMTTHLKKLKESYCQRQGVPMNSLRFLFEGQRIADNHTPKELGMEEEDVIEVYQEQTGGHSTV
# LMPTP inh: LMPTP (human) inhibition. inhibition, % at 20 µM. actives 0.22% (n = 360,000). P24666. recombinant LMPTP-A, OMFP fluorogenic substrate, fluorescence intensity;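 active = compounds that cut the enzyme signal by at least half of the control window in the single-dose screen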;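 also: plate controls were DMSO wells with enzyme plus substrate for no effect and substrate without enzyme for full effect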
# Target sequence (P24666 whole entry, looked up): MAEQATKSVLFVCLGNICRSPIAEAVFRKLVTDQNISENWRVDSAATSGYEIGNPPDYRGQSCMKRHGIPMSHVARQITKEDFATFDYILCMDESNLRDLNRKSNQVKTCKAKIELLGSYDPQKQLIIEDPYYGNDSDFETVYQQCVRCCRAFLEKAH
#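 Assay system: LMPTP-A phosphatase enzyme | Input: 0.625 nM enzyme | Also added: Fluorogenic phosphatase substrate OMFP at 400 µM final | Compound dosing: One test concentration per compound, 20 µM, with 3% DMSO overall | Schedule: 50 min enzyme reaction at room temperature, protected from light | Signal: Fluorescence intensity | Benchmarks: no-enzyme and uninhibited controls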
# An asterisk follows results filed as active; i = inactive; . = not tested or not shown.
no.	mol	SKN-1 block	MT1-MMP act inh	DNMT1 inh	STEP inh	Scp1 inh
1	CCOC(=O)c1ccc(N2C(=O)CC(C3CCCO3)C2=O)cc1 (stereo not drawn)	-19	0	5	-3	-3
2	Nc1c(S(=O)(=O)c2cccc(Cl)c2)c2nc3ccccc3nc2n1CCN1CCOCC1	-17	-3	-7	2	-2
3	CCOC(=O)CC1C(=O)NCCN1S(=O)(=O)c1ccc(C)cc1 (stereo not drawn)	6	-7	2	-3	-4
4	Cc1nn(Cc2ccccc2)c(C)c1C(=O)N1CCN(CC(=O)Nc2ccc(F)cc2)CC1	-6	2	-4	-2	5
5	CC1(C(=O)NS(=O)(=O)c2ccc(C#N)cc2)CCN1C(=O)C1CCCCC1 (stereo not drawn)	8	-3	1	0	.
6	Cc1ccc(N(CC(=O)NCC2CCCO2)S(C)(=O)=O)cc1Cl (stereo not drawn)	8	1	3	2	-3
7	CC(=O)N1CCCC(c2cc(C(=O)Nc3ccccc3)no2)C1 (stereo not drawn)	12	-2	2	-3	.
8	CCOC(=O)c1ccccc1NC(=O)CSc1nc2ccncc2[nH]1	6	-5	-1	0	1
9	COc1ccc2nc(C)cc(SCC(=O)N/N=C/c3ccc(O)c(O)c3)c2c1	-1	1	10	2	-3
10	CC(=O)c1c(C)[nH]c(C(=O)OCC(=O)c2ccc(Br)cc2)c1C	4	0	-4	-1	.
11	COC(=O)c1cc2sc(Cl)cc2n1CC(=O)Nc1ccc(OC)c(OC)c1OC	-6	18	-2	1	2
12	CC1CC(C)(C)NCCNC(C)CC(C)(C)NCCN1 (stereo not drawn)	16	3	1	3	-7
13	O=C(CSc1nnc(-c2ccc(F)cc2)c2ccccc12)Nc1ccccc1	12	-2	-1	4	-3
14	O=C(Nc1ccc(Cl)c(S(=O)(=O)N2CCOCC2)c1)c1n[nH]c(=O)c2ccccc12	4	2	-1	-2	-4
15	COc1ccc(C(O)(C2CCCCC2)C(CN2CCOCC2)c2ccccc2)cc1 (stereo not drawn)	24	-8	2	0	18

no.	Rpn11 block	CendR NRP1 mod	NadD block	SUMO1-SIM PPI	LMPTP inh
1	i	-4	-4	-6	-0.7
2	i	-10	7	27	0.1
3	i	1	0	0	0.3
4	i	4	3	-1	-1.4
5	i	-16	2	-1	-1.0
6	i	-5	-9	3	0.1
7	i	-4	-2	-1	-1.0
8	i	-2	1	-4	6.9
9	i	-55	6	12	57*
10	i	-11	-6	1	0.7
11	i	4	-12	0	1.8
12	i	-1	4	2	-3.4
13	i	-1	6	2	3.2
14	i	4	7	1	0.1
15	i	9	-8	4	0.5

# Arranged by value in DNMT1 inh (high to low): four from the list above.
no.	mol	SKN-1 block	MT1-MMP act inh	DNMT1 inh	STEP inh	Scp1 inh
1	CCOC(=O)c1ccc(N2C(=O)CC(C3CCCO3)C2=O)cc1 (stereo not drawn)	-19	0	5	-3	-3
6	Cc1ccc(N(CC(=O)NCC2CCCO2)S(C)(=O)=O)cc1Cl (stereo not drawn)	8	1	3	2	-3
14	O=C(Nc1ccc(Cl)c(S(=O)(=O)N2CCOCC2)c1)c1n[nH]c(=O)c2ccccc12	4	2	-1	-2	-4
10	CC(=O)c1c(C)[nH]c(C(=O)OCC(=O)c2ccc(Br)cc2)c1C	4	0	-4	-1	.

no.	Rpn11 block	CendR NRP1 mod	NadD block	SUMO1-SIM PPI	LMPTP inh
1	i	-4	-4	-6	-0.7
6	i	-5	-9	3	0.1
14	i	4	7	1	0.1
10	i	-11	-6	1	0.7

# Remaining list, next part:
no.	mol	SKN-1 block	MT1-MMP act inh	DNMT1 inh	STEP inh	Scp1 inh
16	O=C(CC(c1ccccc1)c1ccccc1)N1CCN(c2ccccn2)CC1	8	2	-1	0	-1
17	O=C(CC(Cc1ccccc1)c1ccco1)NCc1ccco1 (stereo not drawn)	-1	-3	-1	1	0
18	CCOC(=O)N1CCN(C(=O)c2cc(COc3cccc(C(C)=O)c3)on2)CC1	9	3	-2	-1	-7
19	FC(F)(F)c1cccc(NC(=S)NCC(c2cccnc2)N2CCOCC2)c1 (stereo not drawn)	-11	6	-7	0	-3
20	COc1ccc(NC(=O)CSCC(=O)N(C)CCOc2ccc(Cl)cc2)cc1	-3	2	-2	0	-1
21	O=C(NCCCN1CCCC1=O)c1cc2c(s1)CCCCC2	2	0	3	-4	-4
22	CCC(=O)Nc1ccccc1C(=O)N1CCN(Cc2ccccc2)CC1	28	-2	1	-4	-3
23	Cn1c(=O)c2c(nc(CN3CCN(c4ccccc4F)CC3)n2CCCc2ccccc2)n(C)c1=O	9	-4	-2	2	-2
24	CCCNC(=O)c1ccc(OC)cc1OC	-19	2	8	-2	-2
25	CC(=O)Nc1ccc(NC(=O)c2sc(-c3ccccc3)nc2C)cc1	-2	10	-1	3	-8
26	Cc1oc(-c2ccccc2Cl)nc1Cn1cccc1C1=NC(c2ccccc2)CO1 (stereo not drawn)	21	-3	-6	2	6
27	COC(=O)CC(=O)N1CCN(c2ccc(Cl)c(Cl)c2)CC1	-1	-1	-2	2	-2
28	O=C(O)CNc1nc(-c2ccccc2)nc2ccccc12	21	3	0	-3	-7
29	O=C(CCSc1ccccn1)c1ccccc1	1	3	1	-1	-7
30	Cn1cc(C(=O)NCN2CCCCC2)c2ccccc21	-4	11	0	2	-3

no.	Rpn11 block	CendR NRP1 mod	NadD block	SUMO1-SIM PPI	LMPTP inh
16	i	1	-3	1	2.1
17	i	-1	-1	3	0.4
18	i	5	-6	1	0.0
19	i	-4	0	1	-1.7
20	i	-2	-6	0	1.7
21	i	-4	-7	3	-0.5
22	i	-10	2	-4	-0.6
23	i	0	-1	-1	-0.1
24	i	-1	3	2	-0.6
25	i	6	-2	-7	-0.6
26	i	1	3	1	3.3
27	i	-7	-2	-1	0.8
28	i	-10	-2	2	3.6
29	i	10	-2	-3	-0.2
30	i	10	-3	0	-2.5

# Brought forward from above: 3 compounds, then new ones.
no.	mol	SKN-1 block	MT1-MMP act inh	DNMT1 inh	STEP inh	Scp1 inh
28	O=C(O)CNc1nc(-c2ccccc2)nc2ccccc12	21	3	0	-3	-7
29	O=C(CCSc1ccccn1)c1ccccc1	1	3	1	-1	-7
30	Cn1cc(C(=O)NCN2CCCCC2)c2ccccc21	-4	11	0	2	-3
31	CS(=O)(=O)c1ccc(Cl)c(NC(=O)COC(=O)CNC(=O)c2sc3ccccc3c2Cl)c1	-2	6	-2	-4	-9
32	CCOC(=O)c1cn(Cc2cccc(Cl)c2)nn1	0	2	2	-2	-14
33	CCOc1ccccc1NC(=O)c1cccc(S(=O)(=O)N(Cc2ccccc2)c2ccccc2OC)c1	-3	-9	1	2	-15
34	CCOCC(=O)Nc1ccc(S(=O)(=O)N2CCC(c3nc4ccccc4[nH]3)CC2)cc1	-3	3	-3	-1	-8
35	Oc1ccc(Cl)cc1CNc1cccc2cccnc12	6	-2	-48	0	-5
36	CCOC(=O)N/N=C/C(Cl)=C/c1ccccc1	24	4	-1	0	-5
37	COc1cccc(Nc2ncccc2C(=O)O)c1	3	-1	2	2	19
38	CCC(C)c1ccc(NC(=O)c2cnn3c(C(F)F)cc(C)nc23)cc1 (stereo not drawn)	0	0	9	-1	3
39	CNC(=O)c1sc(-c2cccs2)nc1C	11	6	0	0	-3
40	COc1ccc(C(=O)OCCOc2cccc(Cl)c2)cc1S(=O)(=O)N1CCOCC1	15	1	-8	0	-14
41	C/C(=N\N=C1\NC(=O)CS1)c1cccs1	-10	3	2	-5	-6
42	O=C(COC(=O)CCC1CCCC1)Nc1cccc(S(=O)(=O)N2CCOCC2)c1	7	-1	3	0	1
43	Cc1cc(C)c(S(=O)(=O)NCC(c2ccc3c(c2)OCO3)N2CCOCC2)c(C)c1 (stereo not drawn)	-11	3	-2	-2	-3
44	COc1cc(/C=C2/SC(=S)N(CC(=O)O)C2=O)ccc1OCC(=O)Nc1ccc(C)c(C)c1	1	-3	1	91*	.
45	Cc1nc(C)c(C(=O)N2CCCC(C(=O)c3ccc(Cl)cc3C)C2)s1 (stereo not drawn)	3	-3	0	0	-5

no.	Rpn11 block	CendR NRP1 mod	NadD block	SUMO1-SIM PPI	LMPTP inh
28	i	-10	-2	2	3.6
29	i	10	-2	-3	-0.2
30	i	10	-3	0	-2.5
31	i	1	-15	-11	1.2
32	i	0	-1	1	-1.4
33	i	30*	-7	-1	3.7
34	i	-5	-3	9	0.2
35	i	-3	28	4	3.9
36	i	-2	-2	-19	0.4
37	i	7	-2	1	-1.1
38	i	2	-11	2	0.8
39	i	-2	1	-4	-1.1
40	i	6	0	-52	-8.7
41	i	-2	-7	0	-1.3
42	i	4	-12	-3	-0.4
43	i	2	0	1	-0.6
44	i	-60	30*	11	-0.7
45	i	-5	1	1	-0.3

no.	mol	SKN-1 block	MT1-MMP act inh	DNMT1 inh	STEP inh	Scp1 inh
46	FC(F)Oc1ccc(-c2csc(=Nc3cccnc3)n2CC2CCCO2)cc1 (stereo not drawn)	5	-3	-14	-3	5
47	COc1ccc([C@H]2CC(=O)C=C(c3cc(C=O)ccc3OC)C2)cc1OC	-6	-1	-2	-2	-4
48	Cc1cc(OCc2cccc(S(=O)(=O)N3CCOCC3)c2)ccc1Cl	-5	5	-3	-2	-14
49	Cc1nc2ccccc2n1C(=O)c1ccccc1[N+](=O)[O-]	5	-4	2	2	18
50	O=C(Nc1nccs1)c1cn2ccccc2n1	9	-1	0	1	-3
51	CCCCn1nnnc1C(c1cc2ccccc2o1)N1CCN(C(=O)OC(C)(C)C)CC1 (stereo not drawn)	-9	-6	.	.	.
52	CCCN1C2CCCC1CC(NC(=O)c1ccccc1Br)C2 (stereo not drawn)	-14	1	-7	-2	-6
53	Cc1ccc(S(=O)(=O)N2CCCCC2)cc1NC(=O)CSc1ncn[nH]1	-1	3	-1	-1	4
54	CN(C)CC(O)COc1cc2ccccc2cc1C(=O)N1CCCCC1 (stereo not drawn)	-15	2	-7	-3	-9
55	CC1CC(C)CN(CCCNC(=O)c2ccc3nc(N4CCOCC4)sc3c2)C1 (stereo not drawn)	9	-1	-2	8	-10

no.	Rpn11 block	CendR NRP1 mod	NadD block	SUMO1-SIM PPI	LMPTP inh
46	i	-8	3	0	1.9
47	i	6	-3	-6	-0.4
48	i	12	-20	0	1.2
49	i	-6	-1	-12	-1.0
50	i	4	-5	9	-2.3
51	.	-3	6	-6	2.7
52	i	-1	-4	4	-0.9
53	i	-1	14	2	-0.8
54	i	-2	-2	1	-15
55	i	-8	-9	-19	-2.9

# An unsorted share of the library (roughly 3.9% active in at least one column).
